High-throughput results: PubChem BioAssay, National Center for Advancing Translational Sciences (NCATS)
N370S GC: inhibitors or activators of N370S glucocerebrosidase for Gaucher disease; P04062; N370S GC spleen homogenate, 4MU-glucoside fluorescence; Potency, µM (series often up to 59.4 µM), for the others: at the top dose activity change, negative = inhibition, hits mostly inhibitors; 330,000 tested, 0.092% active;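 also: 0% = full enzyme activity and -100% = no enzyme basal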
FEN1 inhibitor: blocks human flap endonuclease 1. P39748. Recombinant FEN1 flap cleavage, fluorescence, 15 min. Potency, µM (top dose mostly 114 µM), inactives show top-dose activity change, negative = inhibition, hits mostly inhibitors. 390,000 tested, 0.35% active; also: nearly all actives have a fitted effect of over 65% in size
Target sequence (P39748 whole entry, looked up): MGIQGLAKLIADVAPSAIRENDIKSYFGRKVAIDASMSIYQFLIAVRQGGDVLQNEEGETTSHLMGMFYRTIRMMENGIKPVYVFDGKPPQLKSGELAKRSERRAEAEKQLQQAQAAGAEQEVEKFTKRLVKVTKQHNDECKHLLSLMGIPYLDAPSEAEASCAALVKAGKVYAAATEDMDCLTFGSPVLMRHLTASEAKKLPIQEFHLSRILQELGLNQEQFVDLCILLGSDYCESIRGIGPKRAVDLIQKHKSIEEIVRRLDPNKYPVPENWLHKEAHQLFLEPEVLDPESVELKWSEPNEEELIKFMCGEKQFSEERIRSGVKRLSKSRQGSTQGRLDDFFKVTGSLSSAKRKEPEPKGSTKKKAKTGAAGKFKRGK
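Potency values derive from four-parameter Hill fits of normalized qHTS data. The reaction used 10 nM FEN1 preincubated 15 min at room temperature with compound, then 50 nM DNA substrate, read at 0 and 15 min.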
TDP1 block: TDP1 (human) enzyme inhibition; recombinant TDP1, AlphaScreen DNA substrate cleavage; Potency, µM (doses to about 130 µM), inactives show at the highest dose activity change, negative = inhibition, most hits filed as inhibitors; 350,000 tested, 0.28% active; AID 485290; also: nearly all actives have a fitted effect of over 40% in size
Target sequence (Q9NUW8 whole entry, looked up): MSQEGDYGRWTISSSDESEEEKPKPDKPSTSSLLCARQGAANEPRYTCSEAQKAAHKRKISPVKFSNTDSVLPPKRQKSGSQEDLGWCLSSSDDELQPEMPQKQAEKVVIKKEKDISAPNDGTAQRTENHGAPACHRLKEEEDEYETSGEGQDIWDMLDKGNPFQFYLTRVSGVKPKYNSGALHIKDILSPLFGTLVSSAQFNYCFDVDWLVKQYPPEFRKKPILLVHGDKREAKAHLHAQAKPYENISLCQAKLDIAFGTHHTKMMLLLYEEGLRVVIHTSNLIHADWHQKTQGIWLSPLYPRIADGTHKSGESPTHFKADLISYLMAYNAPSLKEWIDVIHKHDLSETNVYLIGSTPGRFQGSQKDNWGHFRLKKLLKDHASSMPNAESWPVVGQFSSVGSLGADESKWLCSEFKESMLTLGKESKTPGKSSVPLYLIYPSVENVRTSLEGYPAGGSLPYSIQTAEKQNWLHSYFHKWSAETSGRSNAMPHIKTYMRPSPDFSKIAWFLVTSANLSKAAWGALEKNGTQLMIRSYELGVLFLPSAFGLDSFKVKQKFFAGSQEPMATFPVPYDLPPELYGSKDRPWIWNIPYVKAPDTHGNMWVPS
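Recombinant E. coli-expressed Tdp1 (1 nM) preincubated with compound 15 min at RT, then 5'-biotin/3'-phosphotyrosine-FITC DNA substrate (15 nM) added for 5 min. AlphaScreen beads (10 ug/ml) added, 10 min RT; tyrosine-FITC cleavage read as signal loss.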
* marks the source's active call; other numbers are inactive results; ? = inconclusive; . = not tested or not shown; & = joins results of further samples; [ ] = remark or other dose. Calls follow the shape of the dose curve; as a rule, active = well fitted curve in the direction sought with a large enough effect; inconclusive = small, poorly fitted or top-dose-only effect, or another doubt; inactive = no such curve, though single readings can be large; an effect the other way counts as inactive or inconclusive. Unless noted, % is scaled to controls: 0 for no effect and ±100 for the full control effect; potency is read from the fitted curve at half-maximal effect.

Each structure is followed by: N370S GC | FEN1 inhibitor | TDP1 block
> COc1ccc(C(=O)Nc2ccc(S(=O)(=O)Nc3nccc(C)n3)cc2)cc1[N+](=O)[O-]
  -11% | 22% | .
> COc1ccc(NC(=O)CC(C(=O)O)N2CCCCC2)cc1 (stereo not given)
  -3% | -7% | 0%
> NC(Cc1ccccc1)C(=O)N1CCCCC1 (stereo not given)
  -26% | -15% | .
> COC(=O)c1ccc(COc2ncnc3ccccc23)o1
  -4% | -1% | 9%
> O=C(c1cc2cc(Cl)ccc2oc1=O)N1CCN(c2ccccn2)CC1
  -13% | 11% | .
> COc1ccc(-c2cc(C(F)(F)F)n3nc(C(=O)O)cc3n2)cc1OC
  -12% | -1% | 1%
> COc1ccc(CNc2ncnc3c2nc2n3CCCC2)cc1
  . | 16% | 4%
> COc1cc(C2NC(=O)NC(C)=C2C(C)=O)cc(OC)c1OC (stereo not given)
  24% | 1% | -3%
> COC(CNC(=O)Cn1nc(Cc2ccncc2)c2ccccc2c1=O)OC
  2% | 15% | .
> COc1ccc(S(=O)(=O)N2CCC(C(=O)NCc3cccc(OC)c3)CC2)cc1
  -5% | -6% | 0%
> CCC(C)NC(=O)c1ccc(Cn2c(=O)c3cccn3c3cccnc32)cc1 (stereo not given)
  . | 2% | 3%
> Cc1ccc(-n2nnnc2SCC(=O)Nc2cccnc2Cl)cc1
  10% | 0% | 5%
> COCCn1nnnc1C(c1ccc(C(F)(F)F)cc1)N1CCOCC1 (stereo not given)
  12% | -9% | 4%
> Cc1ccc(CN2C(=O)CCC2C(=O)NC2CCCC2)cc1 (stereo not given)
  -17% | 9% | 4%
> COc1ccc(S(=O)(=O)Nc2cc(S(=O)(=O)N3CCOCC3)ccc2OC)cc1
  . | -1% | 1%
> C(=N\Nc1ccc2nncn2n1)/c1ccccn1
  -3% | -8% | 3%
> CCOCCCn1c(=NC(=O)c2cccs2)c(C#N)cc2c(=O)n3ccccc3nc21
  ? | 3% | 6%
> CSc1nc2ccccc2n1Cc1cccc([N+](=O)[O-])c1
  7% | 0% | 5%
> Cc1ccccc1N/N=C/c1sc(=O)n(Cc2cccc(C(=O)O)c2)c1Cl
  -22% | 1% | .
> Cc1ccc(Cl)cc1-n1c(=O)c2sc3ccccc3c2n(Cc2ccccc2)c1=O
  . | 19% | -9%
> COc1cccc(-c2c(-c3cc(OC)cc(OC)c3)n(C)c3ccc(-c4cnc(N5CCOCC5)nc4)cc23)c1
  . | -4% | 4%
> NC(=O)C1CCCN(C(=O)CCC(=O)c2cccs2)C1 (stereo not given)
  . | -1% | -2%
> FC(F)(F)c1cc(-c2ccccc2)nc2cc(-c3ccccc3)nn12
  . | -5% | -2%
> CCCNC(=O)c1ccc2c(=O)c(O)c(-c3ccsc3)[nH]c2c1
  -9% | -22% | -4%
> CC(C)(C)c1ccc(S(=O)(=O)N2CCN(C(=O)C3CCC3)CC2)cc1
  -1% | -3% | 0%
> Cc1ccc(-c2nc(C(=O)Nc3cccc(C#N)c3)c3n2CCCCC3)cc1
  . | 38% | 4%
> CCN(CC)S(=O)(=O)c1ccc(N2CCN(S(=O)(=O)c3ccc4c(c3)OCCO4)CC2)nc1
  2% | -4% | 2%
> O=C(c1cccc(C(=O)N2CCN(c3ccccc3)CC2)c1)N1CCN(c2ccccc2)CC1
  8% | 1% | 7%
> O=C(C1CCN(S(=O)(=O)c2ccc(Br)s2)CC1)N1CCN(C2CCCCC2)CC1
  -5% | -16% | 2%
> CCOc1ccc(-n2cnc3c(=O)[nH]c(N)nc32)cc1
  6% | -8% | 3%
> CC1CCC(Nc2nc3c(-c4cccc(C(F)(F)F)c4)nnn3c3ccccc23)CC1 (stereo not given)
  . | -4% | 9%
> COc1ccc(CNC(=O)C2CCC(CNC(=O)[C@@H]3Cc4ccccc4CN3)CC2)cc1 (stereo not given in full)
  -25% | 16% | 4%
> Cc1c(-c2nc(-c3ccc4c(c3)OCO4)no2)nnn1-c1ccc(Br)cc1F
  . | 0% | 8%
> C=CCN1CC(c2nc3ccccc3n2Cc2cccc3ccccc23)CC1=O (stereo not given)
  6% | -8% | 9%
> CC1=C(C(=O)Nc2cc(C)ccc2C)C(c2cccs2)NC(=S)N1 (stereo not given)
  11% | 3% | 4%
> O=C(CCn1nc(-c2ccccc2)ccc1=O)NCCCN1CCCCCC1
  ? | 1% | 7%
> Cc1ccc(S(=O)(=O)N2CCCC2)cc1S(=O)(=O)N1CCCC1
  -9% | -1% | 3%
> CCOC(=O)c1cccc(NC(=O)CS(=O)(=O)Cc2nc(-c3cccc(OC)c3)oc2C)c1
  -10% | -6% | 6%
> O=C(NNC(=O)c1csc(-c2cccnc2)n1)Nc1ccc(Cl)cc1
  1% | -1% | 2%
> O=C(COc1ccc(S(=O)(=O)NC2CCCCC2)cc1)NC1CCCC1
  -17% | -1% | -5%

As a working copy, part of the list above:
Each structure is followed by: N370S GC | FEN1 inhibitor | TDP1 block
> O=C(NNC(=O)c1csc(-c2cccnc2)n1)Nc1ccc(Cl)cc1
  1% | -1% | 2%
> O=C(COc1ccc(S(=O)(=O)NC2CCCCC2)cc1)NC1CCCC1
  -17% | -1% | -5%

The list continues:
mol	N370S GC	FEN1 inhibitor	TDP1 block
Cc1ccccc1NC1=NC(=S)N(CC(N)=O)C12CCOC(C)(C)C2 (stereo not given)	4%	0%	1%
CCCC[C@@]1(C2CCCC2)Cc2cc(OCC(=O)O)c(Cl)c(Cl)c2C1=O	-5%&16%	-3%	8%[56.1 µM]
CCOC(=O)c1cnc2ccc(OCC)cc2c1Nc1cc(Cl)c(OC)cc1OC	.	20%	-1%
CN(C)C(CNc1ncnc2sccc12)c1ccccc1 (stereo not given)	10%	-12%	-2%
Cc1ccc(C)c(-n2cc(CN3CCN(C(=O)c4ncn[nH]4)CC3)c(-c3ccccc3)n2)c1	-29%	-19%	12%
COc1ccccc1/C=N/NC(=O)c1sc(C)nc1C	3%	-10%	-8%
O=S(=O)(c1ccccc1Br)N(Cc1ccccc1)CC(O)COCc1ccccc1 (stereo not given)	.	-11%	-6%[56.1 µM]
CCOc1nc(N2CCOCC2)nc(C)c1[N+](=O)[O-]	-1%	-6%	0%
COc1ccc(NC(=O)CCn2c(=S)[nH]c3ccccc3c2=O)cc1OC	3%	-4%	2%
CCn1c(CNC(=O)C23CC4CC(CC(C4)C2)C3)nnc1SCC(=O)Nc1ccc(C)cc1	.	-17%	-8%
CCN(CC(=O)Nc1c(F)cccc1F)C(=O)c1nc2nccc(C)n2n1	.	-5%	0%
CC1=C2C(=O)OC(c3ccoc3)C2(C)CCC1 (stereo not given)	18%	6%	-2%
CCOC(=O)C1=C(O)C(=O)N(Cc2ccccc2)CC1	0%	-3%	.
Cc1ccc2c(c1)C(=O)CCCCC(=O)N2	8%	-7%	.
O=C(NCC1CCCO1)C1CCN(C2CCN(C3CCCCCC3)CC2)CC1 (stereo not given)	10%	8%	0%
Cc1ccnc(SCC(=O)Nc2sccc2C#N)n1	7%	-3%	0%
CCOC(=O)C1=C(CN2CCN(C(=O)c3ccco3)CC2)NC(=O)NC1c1ccccc1 (stereo not given)	0%	-5%	3%
CCOC(=O)C1CCN(C(=O)CCc2ccc(S(=O)(=O)NC(C)C)cc2)CC1	1%	-3%	.
CSc1ccc(Cl)c(C(=O)OCC(=O)N2CCNC2=O)c1	.	20%	0%
Cc1ncc(CC(=O)n2cc(C(=O)c3cc(F)ccc3O)cn2)s1	5%	-10%	5%
Cc1ccc(CCNC(=O)c2ccc(CS(=O)(=O)Cc3ccc(Cl)cc3)o2)cc1	.	2%	3%
COc1cc(/C=C/C(=O)N2CCCCC2=O)cc(OC)c1OC	-20%	.	-3%[56.1 µM]
CCCC(=O)c1ccc(N2CCN(C(=O)c3ccccc3)CC2)c(F)c1	-7%	11%	1%
COc1ccc(-c2nc3cc(NC(=O)c4cc5ccccc5o4)ccc3o2)cc1	.	-5%	4%[12.3 µM]

Structures shown so far containing a furan ring, fused or not (five):
mol	N370S GC	FEN1 inhibitor	TDP1 block
COC(=O)c1ccc(COc2ncnc3ccccc23)o1	-4%	-1%	9%
CC1=C2C(=O)OC(c3ccoc3)C2(C)CCC1 (stereo not given)	18%	6%	-2%
CCOC(=O)C1=C(CN2CCN(C(=O)c3ccco3)CC2)NC(=O)NC1c1ccccc1 (stereo not given)	0%	-5%	3%
Cc1ccc(CCNC(=O)c2ccc(CS(=O)(=O)Cc3ccc(Cl)cc3)o2)cc1	.	2%	3%
COc1ccc(-c2nc3cc(NC(=O)c4cc5ccccc5o4)ccc3o2)cc1	.	-5%	4%[12.3 µM]

Other compounds follow:
mol	N370S GC	FEN1 inhibitor	TDP1 block
CCOc1ccc(NC(=O)CCS(=O)(=O)c2ccc3nc(C)sc3c2)cc1	.	-12%	-3%
Cc1ccc(S(C)(=O)=N/C=C2\C(=O)c3sccc3N(C)S2(=O)=O)cc1 (stereo not given)	-1%	2%	-2%
COc1ccc(C(=O)CNc2ccc3ccccc3c2)cc1	9%	1%	.
COc1ccc(Cc2nnc(Nc3ccc(Cl)cc3)[nH]c2=O)cc1	-2%	14%	4%
CN(C)S(=O)(=O)c1ccc(C(=O)N2CCN(S(=O)(=O)c3cccs3)CC2)cc1	-2%	5%	-1%
CN(C)C(CNC(=O)c1cc(-c2ccco2)nc2ccccc12)c1ccccc1 (stereo not given)	.	?	-16%
CCOC(=O)CSc1snnc1-c1ccccc1	3%	-2%	-2%
COc1ccc(Cl)cc1NC(=O)NCCc1c(C)nn(C)c1C	.	19%	-1%
CC(=O)N(CC(=O)Nc1nn(-c2ccccc2)nc1C(N)=O)Cc1ccccc1	-21%	1%	6%
Nc1nonc1C(=O)NCCNCc1cc(Br)ccc1OCc1ccccc1F	-29%	5%	5%
CC(C)NC(=O)C1(c2ccccc2)CC1(Cl)Cl (stereo not given)	-5%	20%	2%
O=C1CCCCCN1Cc1ccccc1	8%	8%	5%
Cc1nn(Cc2ccc(F)cc2)c(C)c1NC(=O)c1noc2c1CCCCC2	1%	-3%	0%
COc1ccc(OCCC(=O)OCC(=O)NC(=O)NC2CCCCC2)cc1	-1%	-3%	6%
CN(Cc1ccccc1F)C(=O)COc1ccc(C(=O)c2ccccc2)cc1	-16%	-11%	.
O=S(=O)(c1ccc(Cl)cc1)N1CCN(CCc2ccncc2)CC1	0%	0%	16%
O=S(=O)(NCc1cccnc1)c1ccc2ccccc2c1	-19%	8%	4%[0.0935 µM]
Cc1ccc(NC(=O)C(=O)NCCCN2CC(C(=O)O)CC2=O)cc1 (stereo not given)	12%	-4%	10%
CCc1ccc(-c2cc(C)no2)cc1S(=O)(=O)N1CCN(c2ccc(C(C)=O)cc2)CC1	-1%	-9%	4%
C/C(=N\N=C1\NC(=O)CC(C(=O)O)S1)c1ccc(F)cc1 (stereo not given)	-1%	-7%	-2%
Cc1c(CC(=O)N2CCN(C(=O)C3COc4ccccc4O3)CC2)c(=O)oc2c(C)c(O)ccc12 (stereo not given)	?	-10%	-5%
FC(F)(F)c1ccc(Cl)c(-n2c(-c3ccco3)n[nH]c2=S)c1	-18%	15%	.
COc1ccc(N2CCN(CC(=O)Nc3ccccc3C(=O)NCc3ccccc3)CC2)cc1	.	-2%	9%
N#Cc1c(-c2ccccc2)nc(SCC(=O)Nc2ccccc2)[nH]c1=O	?	8%	2%
Cc1ccc(Nc2ccc(-n3ccnc3)nn2)cc1C	4%	12%	4%
COCCNC(=S)N(CCc1c(C)[nH]c2ccc(Cl)cc12)Cc1cccnc1	-15%	?	.
COC1CCN(C(=O)CC2C(=O)NCCN2CC2CCCCC2)CC1 (stereo not given)	2%	0%	3%
O=S(=O)(NCC(c1ccco1)N1CCOCC1)c1ccc(Cl)cc1 (stereo not given)	2%	9%&-3%	8%&3%
COc1cc(/C=C2/SC(=S)N(CC(=O)O)C2=O)ccc1OCC(=O)Nc1ccc(C)c(C)c1	0%	.	13µM*
CCOc1ccc(NC(=S)N2CCN(CCN3C(=O)c4cccc5cccc(c45)C3=O)CC2)cc1	?	13%	8%
CCN1CCOC(=O)C1CC(=O)Nc1cccc(OC)c1 (stereo not given)	.	18%	6%
COc1ccc(C(=O)Nc2cc3c(cc2N2CCOCC2)n(C)c(=O)n3C)cc1OC	-14%	-1%	3%
CC(C)(C)Cc1nnc(NS(=O)(=O)Cc2ccccc2)s1	-24%	3%	4%
O=C(c1ccccc1-c1nc(-c2ccc(Cl)cc2)no1)N1CCCC1	17%	11%	-7%
Cc1c(CNC2CCC(C)CC2)c(C(=O)O)c(C)n1Cc1ccccc1F (stereo not given)	.	-1%	8%
C1CCC(Nc2nnnn2C2CCCCC2)CC1	?	7%	-6%
O=C(NCc1ccon1)C1CCC(=O)N(CCc2cccc(F)c2)C1 (stereo not given)	-11%	2%	1%
CN(C)S(=O)(=O)c1ccc(N2CCCC2)c(C(=O)Nc2cccc(F)c2)c1	-1%	-9%	1%
C=CCc1ccccc1OCC(O)CN1CCN(c2ccccc2)CC1 (stereo not given)	.	?	0%[12.3 µM]
